Screening data: PubChem BioAssay, Sanford-Burnham Center for Chemical Genomics
APOBEC3G inh – APOBEC3G (human) deaminase inhibition | recombinant A3G, ssDNA deamination FAM/TAMRA fluorescence | actives 0.28% (n = 330,000) | AID 493012 | inhibition, % at 20 µM | Q9HC16;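 active means inhibition of at least 40% at 20 µM, with no more than 30% in the related APOBEC3A deaminase screen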;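 further: plate controls were DMSO wells with A3G for no effect and wells lacking A3G enzyme for full effect; some compounds called inactive have numbers as strong as hits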
SENP8 block-1 – SENP8 (human) protease inhibition; Q96LD8; recombinant SENP8, Nedd8 substrate fluorescence; inhibition, % at 20 µM; actives 0.64% (n = 360,000); AID 602440; in the data active means inhibition mostly above about 40%, no sharp cut-off; inactive means mostly below about 27%
SENP8 block-2 – blocks the human protease SENP8; Q96LD8; purified SENP8, Z-RLRGG-aminoluciferin cleavage, luminescence; inhibition, % at 10 µM; actives 1.2% (n = 330,000); AID 2540; in the data active means inhibition above about 50%
SENP7 block – blocks the human protease SENP7; Q9BQF6; recombinant SENP7, Z-RLRGG-aminoluciferin luminescence, 40 min; inhibition, % at 5 µM; actives 1.5% (n = 330,000); AID 434973;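 active means inhibition above about 50% at the single test dose, limit read from the data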;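 further: plate controls were DMSO with enzyme for no effect and no enzyme buffer wells for full effect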
Target sequence (Q9BQF6 706-1050 limits assumed): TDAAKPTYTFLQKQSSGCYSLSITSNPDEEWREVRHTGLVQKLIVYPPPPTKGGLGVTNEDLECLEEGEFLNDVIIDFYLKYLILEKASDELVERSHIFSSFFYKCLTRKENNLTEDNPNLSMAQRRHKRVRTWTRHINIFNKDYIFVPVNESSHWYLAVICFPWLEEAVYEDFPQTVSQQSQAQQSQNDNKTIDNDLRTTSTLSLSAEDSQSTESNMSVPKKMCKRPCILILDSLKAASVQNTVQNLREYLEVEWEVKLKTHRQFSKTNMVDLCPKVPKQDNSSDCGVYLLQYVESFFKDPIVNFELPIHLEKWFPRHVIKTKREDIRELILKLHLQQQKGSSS
SENP6 inh – inhibitors of human SENP6 protease; Q9GZR1; Recombinant SENP6 catalytic domain, aminoluciferin luminescence; inhibition, % at 10 µM; actives 1.8% (n = 330,000);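 active means inhibition above about 50% at the single tested dose, limit read from the data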;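 further: plate controls were DMSO wells with enzyme for no effect and DMSO wells lacking enzyme for full effect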
Target sequence (Q9GZR1 628-1112 limits assumed): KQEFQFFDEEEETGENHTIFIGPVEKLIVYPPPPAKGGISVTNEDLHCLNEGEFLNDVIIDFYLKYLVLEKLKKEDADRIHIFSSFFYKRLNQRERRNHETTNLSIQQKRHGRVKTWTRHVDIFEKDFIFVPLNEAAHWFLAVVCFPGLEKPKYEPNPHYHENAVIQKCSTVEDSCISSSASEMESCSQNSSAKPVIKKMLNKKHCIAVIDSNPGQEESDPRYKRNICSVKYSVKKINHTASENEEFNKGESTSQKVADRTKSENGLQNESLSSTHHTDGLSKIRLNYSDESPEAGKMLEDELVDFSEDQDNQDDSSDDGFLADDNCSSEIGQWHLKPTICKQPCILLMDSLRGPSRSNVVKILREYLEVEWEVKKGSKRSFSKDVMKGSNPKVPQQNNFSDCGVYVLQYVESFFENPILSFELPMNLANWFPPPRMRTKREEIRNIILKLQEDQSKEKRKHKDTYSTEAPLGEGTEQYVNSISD
SENP1 inh – inhibitors of human SENP1 SUMO protease catalytic domain; actives 0.21% (n = 360,000); recombinant SENP1 catalytic domain, CyPet-SUMO1-YPet FRET cleavage; inhibition, % at 10 µM;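 active means inhibition at least 30% at 10 µM, raw YFP signal under a set limit, fluorescence ratio 0.5 to 1.5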;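 further: 0% = enzyme with DMSO and 100% = no enzyme wells; some results filed as inactive read as strong as hits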
Target sequence (Q9P0U3 419-644 limits assumed): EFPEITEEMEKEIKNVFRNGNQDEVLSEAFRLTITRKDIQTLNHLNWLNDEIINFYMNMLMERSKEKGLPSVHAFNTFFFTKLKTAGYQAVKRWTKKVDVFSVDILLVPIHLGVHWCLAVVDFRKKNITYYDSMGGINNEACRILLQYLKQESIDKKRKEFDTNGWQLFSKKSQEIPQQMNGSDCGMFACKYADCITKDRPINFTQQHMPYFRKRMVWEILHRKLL
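Test system: recombinant human SENP1 catalytic domain, His6-tagged / Medium: pH 8 Tris buffer with EDTA, NaCl, BME, BSA, NP40, catalase / Also added: SUMO1 FRET substrate flanked by Cypet and Ypet, 25 nM / Times: 50 min reaction at room temperature / Signal: FRET, CFP and YFP emission / Control set: no-enzyme low control and enzyme-plus-DMSO high control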
UBC13 inh – human UBC13 polyubiquitination inhibition; P61088; UBC13 polyubiquitin chain formation, TR-FRET; inhibition, % at 20 µM; actives 0.47% (n = 330,000); in the data active means inhibition above about 45%, passing the limit was not always enough
Apaf-1 inh – human Apaf-1 inhibition; O14727; reconstituted apoptosome caspase-3 activity, DEVD-Rh110 fluorescence; inhibition, % at 20 µM; actives 0.71% (n = 330,000); active means inhibition of at least 40% at 20 µM;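 further: plate controls were DMSO wells for no effect and DEVD-CHO caspase inhibitor wells for full effect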
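Medium: Hepes buffer, pH 7.5 / System: biochemical Apaf-1 apoptosome reconstitution / Measured by: Rh110 fluorescence, excitation 480 nm, emission 540 nm / Times: compound with Apaf-1, dATP, procaspase-3 30 min, then 50 min reaction, room temperature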
* marks the source's active call; other numbers are inactive results.

SMILES	APOBEC3G inh	SENP8 block-1	SENP8 block-2	SENP7 block	SENP6 inh	SENP1 inh	UBC13 inh	Apaf-1 inh
COc1cccc(C2C(C(=O)OCc3ccccc3)=C(C)Nc3ncnn32)c1OC (stereo unspecified)	-5.1	9.2	8.8	0.3	-7.4	-1.3	0.9	-0.9
Cc1noc(C(F)(F)F)c1C(=O)NNC(=O)c1ccccc1	0.8	18.1	3.0	2.9	5.9	0.5	3.4	-2.7
Cc1sc(NC(=S)NC(=O)c2cccs2)nc1-c1ccc(C(C)C)cc1	-3.6	22.9	1.0	-0.6	-16.3	0.6	-10.6	-10.8
CCc1ccc2nc(N3CCN(C(=O)C(C)(C)C)CC3)sc2c1	-4.2	14.1	8.3	-0.3	2.1	1.8	-2.3	10.1
CC1(c2ccccc2)CC(C)(C)N2C(=O)C(=O)c3cccc1c32 (stereo unspecified)	-6.9	18.7	1.4	2.0	13.2	2.8	-9.4	23.2
Cc1noc(C)c1S(=O)(=O)N1CCCC(C(=O)N2CCc3ccccc3C2)C1 (stereo unspecified)	-5.8	18.1	4.9	3.6	2.1	0.5	10.2	-2.6
CC1=C(C(=O)OCc2ccccc2)C(c2cccc(Br)c2)NC(=O)N1 (stereo unspecified)	-7.3	27.7	-5.7	-4.8	4.9	-0.2	-4.0	5.5
CCCCCOP(=O)(c1ccccc1)c1ccccc1	-4.5	15.4	-12.0	-7.0	-8.9	-0.5	-14.4	7.3
CCOc1ccccc1CNC(=O)Cn1nc(C)c2c(C)n(-c3ccc(C)cc3)nc2c1=O	-0.7	8.3	-3.0	-2.8	-48.2	1.1	1.9	10.0
COc1ccc(-c2nc3ccccc3c(=O)[nH]2)cc1	-7.6	0.1	21.6	61.2*	51.7*	0.4	-2.6	-11.4
CCCCNC(=O)NC1CCCC1	-3.8	2.3	-7.6	-10.5	-2.3	3.5	7.0	-3.7
COc1ccc(S(=O)(=O)N2CCCCCC2)cc1C(=O)Nc1ccc(C(=O)N(C)C)cc1	-8.3	-8.4	-14.0	8.0	-15.1	-0.7	2.5	9.6

The list goes on; it opens with the 4 that closed the last part.
SMILES	APOBEC3G inh	SENP8 block-1	SENP8 block-2	SENP7 block	SENP6 inh	SENP1 inh	UBC13 inh	Apaf-1 inh
CCOc1ccccc1CNC(=O)Cn1nc(C)c2c(C)n(-c3ccc(C)cc3)nc2c1=O	-0.7	8.3	-3.0	-2.8	-48.2	1.1	1.9	10.0
COc1ccc(-c2nc3ccccc3c(=O)[nH]2)cc1	-7.6	0.1	21.6	61.2*	51.7*	0.4	-2.6	-11.4
CCCCNC(=O)NC1CCCC1	-3.8	2.3	-7.6	-10.5	-2.3	3.5	7.0	-3.7
COc1ccc(S(=O)(=O)N2CCCCCC2)cc1C(=O)Nc1ccc(C(=O)N(C)C)cc1	-8.3	-8.4	-14.0	8.0	-15.1	-0.7	2.5	9.6
CCCc1[nH]nc2c1C(c1cccc(OC)c1)C(C#N)=C(N)O2 (stereo unspecified)	0.9	-6.9	7.9	5.4	17.4	-1.1	2.1	7.1
CCCCc1nc(Cl)c(C#N)c2c1CSC(C)(C)C2	-6.2	15.7	-2.6	3.0	10.7	3.5	6.1	10.4
O=C(OCc1nnc(-c2ccc([N+](=O)[O-])cc2)o1)c1ccc(F)c(S(=O)(=O)N2CCOCC2)c1	1.5	25.7	4.0	6.4	-1.1	3.0	1.8	8.7
COc1ccc(N2C(=O)NC3CC2(C)Oc2ccccc23)cc1OC (stereo unspecified)	-2.7	25.1	-1.8	-5.9	5.1	1.0	4.5	-14.3
COc1ccc(NC(=O)CSc2nc(C3CC3)nc3ccccc23)cc1	-7.4	15.4	3.8	-4.4	-1.5	1.1	0.4	4.9
COc1cccc(NC(=O)C(Cc2ccccc2)NC(=O)C2CCC(C)CC2)c1 (stereo unspecified)	-0.3	11.2	-4.7	3.2	-2.3	4.2	-2.6	-5.4
CN1CCN(C(CNC(=O)C(=O)NC2CCCCC2)c2ccc(F)cc2)CC1 (stereo unspecified)	-8.7	25.7	-1.0	-4.0	-5.8	0.3	1.2	0.0
O=C(O)CCC(=O)NNC(=O)c1cccc(Br)c1	2.8	39.3	0.5	2.7	-8.1	4.1	3.2	-2.1
Cc1ccc(S(=O)(=O)C(C)C(=O)NCCS(=O)(=O)c2ccc(Cl)cc2)cc1 (stereo unspecified)	-0.6	11.9	-8.9	-0.8	-2.6	-0.9	-5.2	1.2
Cc1cc(C)n2cc(CSCC(=O)O)nc2n1	-8.1	-381.3	-9.3	-7.8	-15.6	-2.5	7.6	2.0
Cc1sc(NC(=O)C2CC=CCC2C(=O)O)c(C(=O)OC(C)C)c1C (stereo unspecified)	-0.6	-43.9	-0.6	0.3	-11.0	-1.2	8.5	-4.4
Cc1ccc(CNC(=S)Nc2ccc(C)c([N+](=O)[O-])c2)cc1	-1.6	21.5	12.5	1.5	4.1	0.9	8.2	1.9
COC(=O)c1nn(-c2ccccc2)nc1-c1nn(-c2ccccc2)nc1C(=O)OC	-1.1	13.0	6.4	1.3	-3.9	1.5	-2.8	0.3
Cc1cc(C(F)(F)F)nn1CC(=O)Nc1ccc2c(c1)OCO2	-11.1	3.5	2.3	1.4	2.9	-0.1	4.3	-9.0
COC(=O)C(NC(C)=O)(Nc1ccc(C)cn1)C(F)(F)F (stereo unspecified)	-4.1	11.6	-11.3	11.3	-1.5	0.5	-8.2	-11.0
COc1ccc(-n2nnc3c(=O)n(Cc4cc(C)ccc4C)cnc32)cc1	-5.5	6.6	3.6	8.8	-0.3	-0.4	-4.2	1.7
O=C(NCCc1c[nH]c2ccccc12)OCCCCOC(=O)NCCc1c[nH]c2ccccc12	6.8	1.8	7.9	8.7	3.8	-1.2	44.9	18.3
Cc1ccccc1-c1ccc(CN2CCN(C)C(CCO)C2)cc1 (stereo unspecified)	-4.2	18.7	-6.6	3.4	-1.7	-7.5	4.4	6.4
Cc1noc(C)c1NC(=O)N(C)C[C@H]1Oc2c(NS(=O)(=O)c3cccs3)cccc2C(=O)N([C@H](C)CO)C[C@@H]1C	-10.2	12.5	-3.0	-6.1	-13.7	5.0	-9.2	17.2
CCc1ccccc1NC(=O)c1ccc2c(O)c(S(=O)(=O)c3ccc(OC)cc3)c(=O)[nH]c2c1	-2.7	-10.3	-7.2	-7.6	-4.9	0.6	-14.2	0.2
CCOc1ccccc1NC(=S)/C(=C(\[O-])c1ccc2c(c1)OCCO2)[n+]1ccc(CC)cc1	-3.2	25.1	-6.7	-4.8	-11.7	-13.4	-7.3	9.2
COc1cc(NC(=S)NC(=O)c2ccco2)ccc1NC(=O)C(C)C	-16.9	12.6	-4.3	0.0	-20.4	0.9	-7.3	-4.5
O=C(NCCO)c1ccc(-c2nnc(N3CCOCC3)c3ccccc23)cc1	-2.7	-1.0	4.8	4.5	1.4	2.4	1.5	-2.0
O=C(CSc1nnc(-c2cccs2)n1-c1ccccc1)NCC1CCCO1 (stereo unspecified)	0.1	23.2	2.4	1.5	2.8	0.9	2.1	5.5

Sorted by heavy-atom count (ascending): part of the list above.
SMILES	APOBEC3G inh	SENP8 block-1	SENP8 block-2	SENP7 block	SENP6 inh	SENP1 inh	UBC13 inh	Apaf-1 inh
Cc1cc(C)n2cc(CSCC(=O)O)nc2n1	-8.1	-381.3	-9.3	-7.8	-15.6	-2.5	7.6	2.0
CCCCc1nc(Cl)c(C#N)c2c1CSC(C)(C)C2	-6.2	15.7	-2.6	3.0	10.7	3.5	6.1	10.4
O=C(CSc1nnc(-c2cccs2)n1-c1ccccc1)NCC1CCCO1 (stereo unspecified)	0.1	23.2	2.4	1.5	2.8	0.9	2.1	5.5

More records:
SMILES	APOBEC3G inh	SENP8 block-1	SENP8 block-2	SENP7 block	SENP6 inh	SENP1 inh	UBC13 inh	Apaf-1 inh
Cc1ccc(S(=O)(=O)Oc2ccc(/C=N/NC(=O)c3ccncc3)cc2)cc1	-2.6	5.9	-10.3	-12.7	-15.3	1.8	0.9	-6.1
O=C(N/C(=C\c1cccc([N+](=O)[O-])c1)C(=O)N(CCO)CCO)c1ccco1	-1.7	11.8	7.8	-3.2	16.0	2.9	-2.9	0.4
O=C(Cn1c(NCCO)nc2ccccc21)NCCc1ccc(F)cc1	-6.3	16.5	-11.3	-6.9	-14.6	4.2	6.3	-0.5
CCC1C(=O)Nc2nc(-c3ccccc3)c(-c3ccccc3)n2N=C1C (stereo unspecified)	-1.8	-10.6	-4.3	6.6	-4.8	7.8	0.7	7.2
COC(=O)CNC(=O)CSc1nnc(-c2ccc(OC)cc2)n1CC(C)C	-3.5	11.7	-0.5	6.3	-13.3	-0.8	3.0	-8.6
CCc1nonc1NC(=O)COc1cc(C)c(Cl)c(C)c1	-4.0	17.9	5.9	0.7	2.6	1.7	2.0	-7.0
Cc1cccc(-n2c(C)cc(C(=O)NC3CCCCC3)c2C)c1	0.2	14.1	-12.9	-10.8	-13.6	0.4	3.3	6.5
COc1ccccc1C(CNc1ccc(S(=O)(=O)N2CCCC2)cc1[N+](=O)[O-])N(C)C (stereo unspecified)	-2.8	4.2	0.5	-3.2	-1.2	2.7	-5.9	20.1
CCCCn1c(CNC(=O)CC)nc2ccccc21	-8.5	1.5	1.1	7.5	-14.5	0.3	7.0	-5.5
COCCN(Cc1ccccc1)C(=O)C1CCN(S(=O)(=O)c2ccc3c(c2)OCCO3)CC1	-5.8	6.0	0.9	8.9	-2.8	0.3	13.8	49.0*
CCc1nnc2c(N(C)S(=O)(=O)c3ccc(C)cc3)nc3ccccc3n12	-5.4	7.5	6.5	8.8	1.9	0.9	-3.6	6.5
O=C(Nc1ccc(F)cc1F)c1cc2ccccc2oc1=O	-4.0	17.2	6.6	62.6*	27.7	2.8	-3.6	-2.4
C=C1CCN([C@@H](CC(C)C)C(=O)NCc2ccc(Cl)c(Cl)c2)S(=O)(=O)c2ccccc21	-10.8	5.1	5.6	-2.7	-3.7	-2.3	14.8	9.1
COC(=O)c1cc(S(=O)(=O)N2CCC(C(N)=O)CC2)oc1C	-14.4	21.8	0.7	4.8	-12.4	-0.7	2.2	-11.7
COc1ccc([N+](=O)[O-])cc1N(CC(O)CN1CCCC1)S(=O)(=O)c1ccc(C)cc1 (stereo unspecified)	2.8	20.8	-2.2	5.3	-25.4	0.7	10.2	21.6
COc1ccc(S(=O)(=O)NCC2CCCN(C(=O)CCC(F)(F)F)C2)cc1 (stereo unspecified)	-6.8	8.2	7.1	1.3	8.8	1.5	-2.9	-7.1
CCCCN(C)C1CCN(C(=S)Nc2ccc(OC)cc2)CC1	-5.5	7.5	2.4	1.6	-7.6	3.5	10.9	-2.8
CC1(C)OC(=O)C=C[C@]2(C)[C@H]3CC[C@@]4(C)[C@H](c5ccoc5)OC(=O)[C@H]5O[C@]54[C@]3(C)C(=O)C[C@@H]12	-3.2	-4.0	0.3	-4.5	-3.4	3.0	-2.4	4.3
COC(=O)c1[nH]c2cccc(OC)c2c1NC(=O)CCN1CCC(C)CC1	-8.6	-389.1	1.4	-0.5	-0.2	-1.0	7.3	-13.5
O=C(CSc1nc2ncccc2[nH]1)c1ccc2c(c1)OCO2	-8.3	6.5	2.4	1.4	-18.5	1.6	-2.9	-21.7
CCOP(=O)(Cc1ccc(C(C)(C)CC(C)=O)o1)OCC	-1.4	12.2	5.7	3.8	-1.2	-3.2	3.4	-8.0
CCOCCCNC(=O)C(NC(=O)Cc1c[nH]c2ccccc12)c1ccc(OC)cc1 (stereo unspecified)	-4.5	14.8	-8.1	3.5	4.9	26.4	-3.6	-7.1
OCCCc1nc2n(n1)C(c1ccccc1)C=C(c1ccc(F)cc1)N2 (stereo unspecified)	-2.5	-292.3	1.0	1.3	-7.7	-30.8	11.7	-21.4
O=C(N/N=C/c1ccccc1O)/C(=C/c1ccccc1)CCO	2.2	9.7	0.5	0.8	-20.2	-2.2	4.1	3.1
